FEN1 inh: blocks human flap endonuclease 1 | P39748 | Recombinant FEN1 flap cleavage, fluorescence, 15 min | Potency, µM (titrated, usually from 114 µM), inactives show at the top dose activity change, negative = inhibition, most hits filed as inhibitors | 390,000 compounds, 0.35% hits; also: nearly all actives have a fitted effect of over 65% in size
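Steps: FEN1 (10 nM) dispensed; compound added by pin tool; 15 min at room temperature; substrate added to 50 nM final; reads at 0 min and 15 min; data normalized and fitted (four-parameter Hill).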
N370S GC: N370S glucocerebrosidase modulation, Gaucher chaperone candidate; P04062; N370S GC spleen homogenate, 4MU-glucoside fluorescence; Potency, µM (titrated, usually from 59.4 µM), for the others: at the top dose activity change, negative = inhibition, usual class: inhibitors; 330,000 compounds, 0.092% hits; AID 2101;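 also: 0% = full enzyme activity and -100% = no enzyme basal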
KAT2A inh: inhibitors of human GCN5L2 histone acetyltransferase; AID 504327; 390,000 compounds, 0.21% hits; GCN5L2 HAT assay, ThioGlo1 CoA-SH fluorescence; Potency, µM (highest dose often 58.9 µM), without a hit: at the highest dose activity change, negative = inhibition, usual class: inhibitors
Target sequence (Q92830 whole entry, looked up): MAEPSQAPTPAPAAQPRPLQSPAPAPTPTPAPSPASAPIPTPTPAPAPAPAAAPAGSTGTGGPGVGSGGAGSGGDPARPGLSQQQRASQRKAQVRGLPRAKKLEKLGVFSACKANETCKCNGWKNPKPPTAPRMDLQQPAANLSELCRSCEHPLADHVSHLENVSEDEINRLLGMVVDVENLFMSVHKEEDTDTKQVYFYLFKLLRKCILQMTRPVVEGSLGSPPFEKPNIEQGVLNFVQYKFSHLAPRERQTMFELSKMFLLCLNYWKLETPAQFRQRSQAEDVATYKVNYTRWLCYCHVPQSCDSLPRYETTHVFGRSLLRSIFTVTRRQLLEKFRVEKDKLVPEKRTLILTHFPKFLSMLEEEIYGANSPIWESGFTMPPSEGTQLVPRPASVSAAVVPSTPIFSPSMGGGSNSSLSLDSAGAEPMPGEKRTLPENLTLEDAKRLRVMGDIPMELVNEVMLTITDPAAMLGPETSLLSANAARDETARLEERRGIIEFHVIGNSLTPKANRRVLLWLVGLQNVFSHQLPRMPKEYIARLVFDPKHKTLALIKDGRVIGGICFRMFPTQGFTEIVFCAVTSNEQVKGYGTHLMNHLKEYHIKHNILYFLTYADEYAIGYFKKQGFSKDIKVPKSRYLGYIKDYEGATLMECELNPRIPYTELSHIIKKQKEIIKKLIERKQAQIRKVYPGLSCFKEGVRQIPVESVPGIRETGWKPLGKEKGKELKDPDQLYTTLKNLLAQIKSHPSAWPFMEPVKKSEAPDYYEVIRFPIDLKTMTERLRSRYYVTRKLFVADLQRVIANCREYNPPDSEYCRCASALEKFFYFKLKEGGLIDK
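Free CoA generated was detected with ThioGlo1 (50uM) fluorescence at Ex340nm/Em540nm, read immediately and after 20 min at room temperature. Enzyme, 20 nM in HEPES pH 7.5 buffer, saw compounds 15 min before adding 75uM H3(1-25) peptide and 70uM acetyl-CoA.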
An asterisk follows results filed as active; ? = inconclusive; · = not tested or not shown; & = joins results of further samples; [ ] = another dose, or the depositor's remark. Calls follow the shape of the dose curve; as a rule, active = well fitted curve in the direction sought with a large enough effect; inconclusive = small, poorly fitted or top-dose-only effect, or another doubt; inactive = no such curve, though single readings can be large; an effect the other way counts as inactive or inconclusive. Unless noted, % is scaled to controls: 0 for no effect and ±100 for the full control effect; potency is read from the fitted curve at half-maximal effect.

SMILES	FEN1 inh	N370S GC	KAT2A inh
Cc1ccc2[nH]cc(C(=O)CCl)c2c1	22%	3%	0%
COc1ccccc1C(=O)CN1C(=O)NC2(CCCc3ccccc32)C1=O (centres undefined)	3%	·	0%
CCCCC/C=C\C/C=C\C/C=C\C=C\C(=O)CCCC(=O)O	·	-6%&6%	3%
COC(=O)c1nnn(CC(=O)Nc2cccc(OC)c2)c1C(=O)OC	-3%	-7%	-2%[0.501 µM]
CC(=O)N(C)N(C)c1cc(C)nc(N)n1	-5%	0%	-3%
CC(=O)C1(C)N(O)C(C)(C)C(c2cccs2)=[N+]1[O-] (centres undefined)	-3%	-26%	-1%
O=c1cc(NCC2CCCO2)[nH]c(=O)n1-c1ccc(Cl)cc1 (centres undefined)	2%	3%	-2%
CCCN(CCC)C(=O)C1CCN(c2cc(C)nc3c(-c4ccc(OC)c(OC)c4)c(C)nn23)CC1	5%	-5%	-6%
Cc1cc(C)cc(N(C(=O)CNC(=O)c2cccs2)C(C(=O)NC2CCCC2)c2cccnc2)c1 (centres undefined)	0%	?	-5%
CS(=O)(=O)N(CC(=O)Nc1ccccc1Sc1ccccc1)c1ccc(F)cc1	?	5%	-4%

Profiles, quoted from the list. Order of values: FEN1 inh | N370S GC | KAT2A inh
`CC(=O)C1(C)N(O)C(C)(C)C(c2cccs2)=[N+]1[O-]` (centres undefined) is entered as -3% | -26% | -1%
`CC(=O)N(C)N(C)c1cc(C)nc(N)n1` is entered as -5% | 0% | -3%

Other compounds follow.
SMILES	FEN1 inh	N370S GC	KAT2A inh
CC1CCN(C(=O)c2cccc(S(=O)(=O)N3CCN(c4ccccc4)CC3)c2)CC1	9%	-1%	-1%
O=C(CN1CCCCC1)NNc1nc(-c2ccccc2)c2cc(Br)ccc2n1	-12%	-1%	-4%
COCCn1c(SCC(=O)NCc2ccccc2)nc2ccccc21	2%	-8%	-2%
Cc1cc(C(F)F)n2ncc(C(=O)NC3CCCCCC3)c2n1	14%	?	-4%
COc1cc(C2N(c3cccc(Cl)c3)C(=O)C3CCCN32)cc(OC)c1OC (centres undefined)	-14%	-2%	-4%
COc1ccc(OCCn2c(N)nc3ccccc32)cc1	5%	-25%	-4%
COc1cccc(CN2CCNC(=O)C2CC(=O)NCCc2ccccn2)c1 (centres undefined)	5%	2%	-2%
CCn1cc(C(=O)N2CCN(c3cc(Cl)ccc3C)CC2)c(=O)c2cc(S(=O)(=O)N3CCOCC3)ccc21	9%	·	-10%
CC(C)(C)OC(=O)N1CCC(c2c(C(=O)NCCN3CCC(Cc4ccccc4)CC3)cnn2-c2cccc(Cl)c2)CC1	-1%	·	-4%
O=C(NCc1ccncc1)C1COc2ccccc2O1 (centres undefined)	-3%	12%	-3%
Cc1cccnc1NC(=O)c1ccc(NS(=O)(=O)c2ccc3[nH]c(=O)[nH]c3c2)cc1	-1%	-27%	2%
CCOC(=O)N1CCC(=NNC(=O)COc2ccc(C#N)cc2)CC1	0%	1%	-15%
Cc1ccc(NC(=O)CN2CCC(C(=O)c3ccc(F)cc3)CC2)cc1	-1%	-1%	-4%
O=C1S/C(=C\c2cccs2)C(=O)N1c1ccc(O)cc1	-2%	-7%	4%
Cc1ccc(OCC(=O)Nc2ccc(N3CCOCC3)cc2)cc1	-7%	5%[2.35 µM]	-3%
Cc1c(OCc2ccccc2)c(=O)ccn1Cc1ccc(F)cc1	-13%	-11%	-26%
COc1ccccc1Oc1coc2cc(O)ccc2c1=O	-12%	8%&-27%	-14%
CCCCCCCCCCCCCC[C@@H](O)[C@@H](O)[C@@H](N)CO	·	-15%	40%
Cc1[nH]n(-c2ccccc2)c(=O)c1N=Nc1ccc(F)cc1	0%	11%	26%
Cc1ccc(-c2nc(CS(=O)(=O)CC(=O)NC(C)CCc3ccccc3)c(C)o2)cc1 (centres undefined)	2%	·	-11%
COc1cccc(C(=O)Nc2nnc(-c3ccccc3)s2)c1OC	1%	1%	?
CCc1ccccc1N1CC23C=CC(O2)C(C(=O)OCC(C)C)C3C1=O (centres undefined)	18%	1%	-6%
CCOc1ccc(N2C(=O)CC(N(Cc3ccco3)C(=O)CC)C2=O)cc1 (centres undefined)	-4%	-8%	-2%
CCOC(=O)c1sc(NC(=S)NC(=O)c2ccc(OC)cc2)nc1C	-5%	2%	-8%
Cc1nc2ccccc2n1/N=C/c1ccc([N+](=O)[O-])s1	-2%	1%	-2%
CCC(CC)NC(=O)CSc1nnc(-c2c[nH]c3ccccc23)o1	13%	4%	-4%
CCOC(=O)c1nc(Nc2ccccc2CC)c2ccccc2n1	-3%	-20%	-22%
CCc1ccc(NCc2cc3ccc(OC)cc3n(CC(=O)Nc3ccc(C)c(Cl)c3)c2=O)cc1	4%	·	-6%
COc1cccc(CNc2ccc(S(=O)(=O)Nc3nccs3)cc2)c1O	-6%	-25%	-10%
COc1ccc(NC(=O)CCCn2c(=O)c3sccc3n(Cc3ccc(C)cc3C)c2=O)cc1	17%	-1%	1%

Arranged by the number under KAT2A inh (largest number first): 3 from the list above.
SMILES | KAT2A inh
COc1ccc(NC(=O)CCCn2c(=O)c3sccc3n(Cc3ccc(C)cc3C)c2=O)cc1 | 1%
CCc1ccccc1N1CC23C=CC(O2)C(C(=O)OCC(C)C)C3C1=O (centres undefined) | -6%
COc1cccc(CNc2ccc(S(=O)(=O)Nc3nccs3)cc2)c1O | -10%

(cont.)
SMILES	FEN1 inh	N370S GC	KAT2A inh
Cc1ccc(OCC(=O)Nc2ccccc2N2CCOCC2)c(C)c1	-9%	23%	-4%
Cc1ccc(NC(=O)CN(C)C(=O)Cn2ncc(Cl)c(Cl)c2=O)cc1	-6%	3%	10%
COc1ccc(C(CNC(=O)c2ccc(-c3ccccc3)cc2)N(C)C)cc1OC (centres undefined)	-3%	0%	-2%
CCCCCCCCCCCCC/C=C/[C@@H](O)[C@H](CO)NC(=O)CCCCC	·	-7%	-9%
Cc1c(C)n2c(SCC(=O)NC3CCCC3)nnc2[nH]c1=O	-4%	6%	-2%
CN1CCN(c2ccc(NC(=O)c3ccc4ccccc4c3)cc2)CC1	12%	0%	-1%
CCOc1ccc2nc(N3CCCC(C(=O)NCCc4ccc(OCC)c(OCC)c4)C3)sc2c1 (centres undefined)	13%	·	-10%
CCC(=O)Nc1ccc(S(=O)(=O)Nc2cccnc2)cc1	-5%	1%	-1%
C/C(=N/NC(=O)Cc1ccccc1)c1ccc(C)s1	0%	5%	3%
CCc1ccccc1NS(=O)(=O)c1ccc2c(c1)C(C)(C)C(=O)N2C	16%	-10%	-4%

A second format for part of the listing above:
> Cc1ccc(NC(=O)CN(C)C(=O)Cn2ncc(Cl)c(Cl)c2=O)cc1
  FEN1 inh = -6%	N370S GC = 3%	KAT2A inh = 10%

> COc1ccc(C(CNC(=O)c2ccc(-c3ccccc3)cc2)N(C)C)cc1OC (centres undefined)
  FEN1 inh = -3%	N370S GC = 0%	KAT2A inh = -2%

Continued.
SMILES	FEN1 inh	N370S GC	KAT2A inh
COc1cc(NC(=O)C(NS(=O)(=O)c2ccc3c(c2)CCCC(=O)N3)C(C)C)cc(OC)c1 (centres undefined)	1%	·	-1%
Cc1ccccc1Nc1nc(N2CCOCC2)nc(N2CCOCC2)n1	-5%	-7%	1%
CCn1ccnc1CN(C)C(=O)CCc1nnc(CCC2CCCCC2)o1	2%	-24%	-2%
Cc1ccc(NC(=O)CC2C(=O)N(Cc3ccccc3)C(=S)N2NC(=O)c2cccc(F)c2)c(C)c1 (centres undefined)	3%	0%	58%[activator]
Cc1cccc(NC(=O)NCc2ccc3c(c2)cc(C)n3C)c1	8%	3%	-2%
COc1cc(OC)c(NC(=O)NCc2cccn2Cc2ccccc2)cc1Cl	8%	·	-8%
CCOc1ccc(C(=O)NCC(c2ccc3c(c2)OCO3)N2CCOCC2)cc1 (centres undefined)	-3%	·	2%
O=C(Nc1ccc(S(=O)(=O)Nc2ncccn2)cc1)C1CC(=O)N(c2ccccc2)C1 (centres undefined)	-2%	-15%	-13%
O=C(CSc1nnc2c(Cl)cc(Cl)cn12)N1CCN(S(=O)(=O)c2ccccc2)CC1	-7%	-12%	0%
Cc1ccc(S(=O)(=O)NNC(=O)Nc2ccccc2F)c(C)c1	19%	-1%	1%
O=C(Nc1ccc(NC(=O)c2ccco2)c(Cl)c1)c1ccccc1	-13%	-4%	0%
O=C(Nc1ccc(Cl)cc1)OCCN1CCN(Cc2ccccc2)CCC1=O	·	-20%	9%
CC(C)C[C@H](NC(=O)[C@@H]1CCC(=O)N1)C(=O)N[C@@H](Cc1ccc(O)cc1)C(=O)N[C@@H](CCC(=O)O)C(=O)N[C@@H](CC(N)=O)C(=O)N[C@@H](CCCCN)C(=O)N1CCC[C@H]1C(=O)N[C@@H](CCCN=C(N)N)C(=O)N[C@@H](CCCN=C(N)N)C(=O)N1CCC[C@H]1C(=O)N[C@@H](Cc1ccc(O)cc1)C(=O)O	·	2%	-11%
CC(=O)Nc1ccc(S(=O)(=O)NCc2ccc(C)n2C)cc1	1%	1%	0%
COC(=O)c1ccc(NC(=O)c2c(NCc3cccc(F)c3)sc3c2CCCC3)cc1	-7%	·	-6%
OCCCNc1ncnc2c1[nH]c1ccccc12	-26%	-4%	1%
CCCN(CCC)CCNC(=O)c1cc(-c2ccc(Br)s2)nc2ccccc12	-11%	·	0%
COc1cc(/C=C/c2[nH]c(=O)[nH]c(=O)c2[N+](=O)[O-])cc(OC)c1O	-15%	2%	-12%
COc1ccc([C@H]2CC(=O)C=C(c3ccc(OC)c(F)c3)C2)cc1	-18%	·	2%
Cc1ccc(-c2nc3cc(C(C)C)ccc3o2)cc1NC(=O)c1cc2ccccc2o1	16%	·	-3%
Cc1ccc(/C(N)=N/OC(=O)c2ccc(Cl)cc2Cl)cc1	-4%	10%	-2%
CC(=O)Nc1ccc(NC(=O)C2CCCN2C(=O)NCc2ccccc2)cc1 (centres undefined)	-6%	0%	-6%
Cc1ccc(S(=O)(=O)NNc2ccccc2)c(C)c1	1%	4%	?
CC(=O)c1ccccc1NC(=O)COC(=O)c1c(C)nn(-c2ccccc2)c1C	-3%	·	-12%
CC(=O)Nc1ccc(C(=O)Cn2nnc3ccccc3c2=O)cc1	0%	6%	-19%
Cc1ccc(CCNC(=O)CCNS(=O)(=O)c2ccc3c(c2)c(=O)n(C)c(=O)n3C)cc1	-13%	-5%	?
Cc1ccc(SC2CCN(C(=O)C3CCC(=O)N(C4CC4)C3)CC2)cc1 (centres undefined)	-12%	-5%	0%
Clc1cccc(NCc2nnc(SCc3ccccc3Cl)o2)c1	-13%	-11%	-6%
Cc1ccc(NC(=O)Cc2noc3ccccc23)cc1	8%	16%	2%
CCN1CCN(C(=O)C2CCN(Cc3nc(-c4cccc(Cl)c4)oc3C)CC2)CC1	-12%	-6%	-2%
Cc1cc(C)c(NC(=O)CN(C)C(C)C(=O)N2CCc3ccccc32)c(C)c1 (centres undefined)	-16%	·	1%
CC(=O)c1ccc(N2Cc3ccccc3C2)cc1	-17%	-9%	-16%
CCN1C(=O)C2(C(C#N)=C(N)Oc3n[nH]c(COC)c32)c2ccccc21 (centres undefined)	2%	-13%	-2%
O=C1C(=O)N(CCN2CCOCC2)C(c2ccccc2)/C1=C(\O)c1ccc2c(c1)OCCO2 (centres undefined)	-1%	-10%	-4%
CCN(CC)C(=O)c1[nH]cnc1C(=O)N[C@H](C)c1ccccc1	1%	·	0%
COc1ccc([C@@H]2[C@@H]3C(=O)N(C(C)(C)C)C(=O)[C@@H]3[C@]3(C)C(=O)N(c4ccccc4)C(=O)N23)cc1	8%	-1%	8%
CCn1c(SCC(=O)Nc2nc(-c3ccccc3)cs2)nc2c1c(=O)n(C)c(=O)n2C	0%	1%	-2%
COc1ccc2nc(Cl)c(C#N)cc2c1	-6%	-7%	-4%
Cc1ccc(C(=O)NC=C(Cl)Cl)cc1	-4%	13%	2%
